# NS3 helicase inh – inhibitors of HCV NS3 helicase, primary screen, biochemical, Cy5 molecular beacon fluorescence | actives 0.56% (n = 290,000) | AID 1800, 2009 | inhibition, % at 10.9 µM | Hepatitis C virus NS3 helicase | NS3 helicase DNA unwinding;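 active = inhibition above the mean of all tested compounds plus 3 SD, set per campaign, cut at about 35% in these data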;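 note: 0% = DMSO wells and 100% = thioflavine S control wells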
#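 Assay system: hepatitis C virus NS3 helicase domain fragment enzyme. Also added: annealed dual-labelled DNA beacon duplex, ATP-started. Timing: 1 h reaction at 25 °C, ATP-initiated. Technique: Cy5 fluorescence at 0 and 60 min, beacon hairpin quenching. Evaluation: % inhibition of unwinding. Replication: one well per compound.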
# IMP-1 inh – IMP-1 metallo-beta-lactamase inhibitors, primary screen, biochemical, epi-absorbance readout, Pseudomonas aeruginosa enzyme. metallo-beta-lactamase IMP-1 (Pseudomonas aeruginosa). purified IMP-1, nitrocefin hydrolysis, epi-absorbance fluorescence. inhibition, % at 5.6 µM. actives 0.45% (n = 290,000);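 active = inhibition above the mean plus 3 SD of all compounds in the same screening run, cut at about 4.5% in these data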;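 note: 0% = IMP-1 with DMSO and 100% = DMSO wells lacking enzyme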
#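 assay system = purified recombinant IMP-1 metallo-beta-lactamase enzyme | schedule = 15 min preincubation plus 25 min reaction at 25 °C | signal = Epi-absorbance fluorescence, 480 nm excitation, 530 nm emission | read-out basis = percent inhibition from optical density relative to buffer-blank wells | controls = IMP-1 with DMSO as 0%, enzyme-free DMSO as 100%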
# VIM-2 inhibitor – VIM-2 metallo-beta-lactamase inhibitors, primary screen, biochemical, epi-absorbance readout, Pseudomonas aeruginosa enzyme | purified VIM-2, nitrocefin hydrolysis, epi-absorbance fluorescence | inhibition, % at 5.6 µM | actives 0.89% (n = 290,000);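 active = inhibition above the mean of all tested compounds plus 3 SD, cutoff set per screening run, cut at about 7.5% in these data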;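 note: red hydrolysis product quenches plate fluorescence so inhibitors raise well fluorescence; 0% = enzyme with DMSO and 100% = DMSO without enzyme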
# NALP1 yeast inh – NALP1 inflammasome inhibitors in reconstituted yeast, colorimetric, S. cerevisiae, triplicate retest | S. cerevisiae NALP1/ASC/caspase-1 growth, X-gal OD620, 72 h | inhibition, % at 10 µM | actives 0.61% (n = 280,000); in the data active = inhibition mostly above about 24%, no sharp cut-off; inactive = mostly below about 32%; note: some compounds called inactive have numbers as strong as hits
# UBC9 SUMO inh – inhibitors of in vitro SUMOylation cascade, primary screen, biochemical, HTRF, uHTS | SUMO-conjugating enzyme UBC9 (Homo sapiens), P63279 | HTRF SUMOylation assay, SAE1/SAE2 + UBC9 | inhibition, % at 35 µM | actives 0.36% (n = 290,000) | AID 2006, 2009; in the data active = inhibition above about 50%, passing the limit was not always enough; note: strong numbers were not always called active
# Target sequence (P63279 whole entry, looked up): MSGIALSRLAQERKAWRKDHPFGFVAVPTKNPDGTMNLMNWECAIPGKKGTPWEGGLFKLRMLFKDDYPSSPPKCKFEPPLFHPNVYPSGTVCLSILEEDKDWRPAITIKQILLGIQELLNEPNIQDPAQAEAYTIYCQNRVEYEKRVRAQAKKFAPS
# FID counter – compounds displacing fluorescent DNA intercalator, primary screen, artefact control for HCV NS3 helicase inhibitor project, biochemical, FID fluorescence; DNA fluorescent intercalator displacement; inhibition, % at 7.9 µM; actives 0.17% (n = 290,000); AID 1845, 2009; in the data active = inhibition above about 37%;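 note: 0% = vehicle and 100% = reference compound; higher means more ethidium bromide displaced from hairpin DNA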
# M18AAP inhibitor – PfM18AAP inhibitors, malaria aminopeptidase, primary screen, biochemical, QFRET, recombinant enzyme; actives 1.2% (n = 290,000); H-Glu-NHMec fluorogenic cleavage; inhibition, % at 7.35 µM; M18 aspartyl aminopeptidase (Plasmodium falciparum 3D7);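 active = inhibition above the campaign mean inhibition over all tested compounds plus 3 SD, cut at about 28% in these data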;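 note: 0% = plate median of test compound wells and 100% = 2 mM ZnCl2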
# MEKK2 mut-MEK5 – MEK5 binding signal on mutant MEKK2 PB1, primary screen, biochemical, multiplex bead flow cytometry, Alexa488-MEK5 | Alexa488-MEK5 binding to MEKK2 mutant | percent response, % at 10 µM | actives 0.35% (n = 290,000); in the data active = percent response above about 24%, passing the limit was not always enough; note: inactives centre near 1; some results filed as inactive read as strong as hits
# MEKK2wt PB1 HTS – modulators of MEK5 binding to wildtype MEKK2, primary screen, biochemical, multiplex bead flow cytometry, Alexa488-MEK5. binding response (% of control), % at 10 µM. Alexa488-MEK5 binding to MEKK2 WT; actives lie on both sides. actives 1.1% (n = 290,000). Mitogen-activated protein kinase kinase kinase 2 (Homo sapiens), Q9Y2U5; in the data active = binding response below about 67% or above about 130%
# Numbers without * were called inactive; / = no result given; [ ] = remark or other dose. This is a random part of the collection (roughly 4.7% active in at least one column).
SMILES,NS3 helicase inh,IMP-1 inh,VIM-2 inhibitor,NALP1 yeast inh,UBC9 SUMO inh,FID counter,M18AAP inhibitor,MEKK2 mut-MEK5,MEKK2wt PB1 HTS
CCOc1ccccc1N1CCN(S(=O)(=O)c2cccs2)CC1,-6,-3.5,-1.5,41,-10,-19,-11,1,100
CCOc1ccc(NC(=O)Cc2c(O)c3ccccc3[nH]c2=O)cc1,1,-1.7,-0.3,9,22,2,-10,4,106
CSc1ccc(/C=C/C(=O)OCC(=O)N(C)CCC#N)cc1,10,-2.9,-1.4,-3,16,-7,-3,1,102
CN1CCN(NC(=O)NC2CCCCC2)CC1,3,0.5,-2.7,-16,4,-3,0,0,99
O=C1c2cccc3c(N4CCCCC4)ccc(c23)C(=O)N1c1cccc(O)c1,-1,-0.2,2.3,0,28,-10,-4,-2,91
C=CCn1c(Br)nc2c1c(=O)n(C)c(=O)n2C,29,1.9,-0.7,22,3,-9,-10,-1,96
O=C(N/N=C\c1cc2c(cc1Cl)OCO2)c1cccs1,2,-4.7,-0.9,1,4,-12,2,5,104
COC(=O)c1cccc(C(=O)N2CCCC(Nc3ccc4c(c3)OCCO4)C2)c1 (stereo not drawn),4,-3.0,-2.1,14,4,-16,7,1,99
COc1ccc(CNS(=O)(=O)c2ccc(NC(=O)N3CCCCC3)cc2)cc1,-7,-2.0,-0.5,16,10,-37,-12,-2,103
O=C(CN(Cc1ccc(F)cc1)C(=O)CNS(=O)(=O)c1ccccc1)NCC1CCCO1 (stereo not drawn),-7,-4.1,-3.0,18,10,-17,1,1,100

# One compound at a time, as listed above:
# O=C(CN(Cc1ccc(F)cc1)C(=O)CNS(=O)(=O)c1ccccc1)NCC1CCCO1 (stereo not drawn) in the list: NS3 helicase inh: -7; IMP-1 inh: -4.1; VIM-2 inhibitor: -3.0; NALP1 yeast inh: 18; UBC9 SUMO inh: 10; FID counter: -17; M18AAP inhibitor: 1; MEKK2 mut-MEK5: 1; MEKK2wt PB1 HTS: 100
# O=C(N/N=C\c1cc2c(cc1Cl)OCO2)c1cccs1 in the list: NS3 helicase inh: 2; IMP-1 inh: -4.7; VIM-2 inhibitor: -0.9; NALP1 yeast inh: 1; UBC9 SUMO inh: 4; FID counter: -12; M18AAP inhibitor: 2; MEKK2 mut-MEK5: 5; MEKK2wt PB1 HTS: 104

# (further entries)
SMILES,NS3 helicase inh,IMP-1 inh,VIM-2 inhibitor,NALP1 yeast inh,UBC9 SUMO inh,FID counter,M18AAP inhibitor,MEKK2 mut-MEK5,MEKK2wt PB1 HTS
O=C1ON=C(c2ccccc2)/C1=C/c1ccc(OS(=O)(=O)c2ccccc2)cc1,4,-1.5,-0.7,40,15,-3,3,-1,93
COc1ccc(S(=O)(=O)NCCSC(C)(C)C)cc1Cl,-10,0.8,-1.6,15,-5,-12,-1,-7,91
CCOc1ccccc1C(=O)Nc1cc(=O)n(C)c(=O)n1C,7,-1.8,0.4,24,-1,2,0,0,99
Cc1cc(C)nc(NC(=O)CSc2nc3ccccc3o2)n1,3,-2.9,-1.1,-6,11,-4,9,-4,93
COc1cc(S(=O)(=O)N2CCN(Cc3ccccc3)CC2)ccc1Br,-10,-2.8,-2.1,/,-11,-9,-1,12,110
COc1ccc(S(=O)(=O)n2nc(OC(=O)c3ccccc3Br)cc2N)cc1,4,-0.2,2.8,-25,-28,6,17,/,/
COc1ccc(CNC(=O)c2cc(C3CC3)on2)cc1,/,/,/,6,16,/,/,5,100
Cc1ccc(Nc2ccc(S(=O)(=O)N3CCOCC3)cc2[N+](=O)[O-])c(C)c1,35,-1.9,-3.1,30,-14,-19,4,7,93
Cc1ccc(NC(=O)C2CCCN(c3nccc(C)n3)C2)c(C)c1 (stereo not drawn),-5,-0.8,0.5,18,7,-27,-5,1,101
COC(=O)CN1C(=O)Nc2ccc(Br)cc2C1c1ccccc1 (stereo not drawn),-1,-3.5,-2.4,4,0,-23,2,1,97
O=C1C2CCCN2c2ccc(S(=O)(=O)N3CCOCC3)cc2N1Cc1cccc(C(F)(F)F)c1 (stereo not drawn),10,-3.4,-1.7,-8,-16,-20,-5,0,-8.0*
CN(C(=O)c1ccncc1)c1nnc(-c2ccncc2)s1,1,-1.7,-3.1,27,9,-3,-1,4,108
O=C1CC(N2CCOCC2)C(=O)N1c1cc(Cl)cc(Cl)c1 (stereo not drawn),9,-1.8,-2.5,-2,21,-4,0,-4,95
CCOc1ccc(S(=O)(=O)N2CCC(C(=O)NCc3ccccn3)CC2)cc1Cl,4,-1.1,0.1,29,13,-30,-16,3,105
N#Cc1cn(-c2ccccc2)nc1-c1ccco1,20,0.0,-1.3,9,-4,-7,-17,-1,102
COc1ccccc1Nc1nnc(SCC(=O)c2cc(C)n(CC3CCCO3)c2C)s1 (stereo not drawn),0,-0.6,-0.4,0,23,-21,4,9,100
O=C(c1ccc(Cl)cc1)c1ccc(OCC(=O)N2CCOCC2)cc1,-16,-1.7,-1.6,/,/,-17,0,-1,110
CC(=O)OC(C(=O)NC1CCCCC1)c1ccncc1 (stereo not drawn),-2,-0.4,0.2,10,15,-3,-8,-15,83
O=C(OCC(=O)N1CCCC1=O)C1COc2ccccc2O1 (stereo not drawn),-10,-3.1,-2.6,1,7,2,-2,0,103
COC(=O)c1ccc(COc2cccnc2[N+](=O)[O-])cc1,5,-3.3,-4.3,12,8,-3,5,7,105
Cc1cccc2cc(CN(CC3CCCO3)C(=S)NCc3ccco3)c(=O)[nH]c12 (stereo not drawn),-1,1.1,0.9,14,-6,-13,9,-3,95
N#Cc1nc(-c2cccs2)oc1NCc1ccccc1,-10,-1.9,-0.3,11,33,0,-2,18,104
Cc1cccc(OCCNC(=S)NC(=O)c2cccnc2)c1,-4,-0.5,-0.9,21,7,-12,2,-3,97
COc1ccccc1NC(=O)N1CCCC1,4,-2.2,-3.5,-2,-10,-3,-8,-3,99
COc1ccc(-n2c(=O)c(CCC(=O)N(C)Cc3ccccc3C)nc3ccccc32)cc1,-2,-2.2,0.9,-3,32,-33,-7,-7,84
O=C1C2C3C=CC(C3)C2C(=O)N1c1n[nH]c(-c2ccccc2)n1 (stereo not drawn),-4,-3.5,-3.5,7,9,2,-8,7,102
Cc1cc(=O)[nH]c(N)n1,-6,-2.7,-2.0,26,17,-4,2,-6,100
O=C(CNC(=O)c1ccc2ccccc2c1)OCC(=O)N1CCN(S(=O)(=O)c2ccc3ccccc3c2)CC1,-30,-3.5,0.7,31,-6,-33,-5,-2,103
COC(=O)c1cc(OC)c(OC)cc1NC(=S)N1CCC(C(N)=O)CC1,-1,-2.5,-1.4,38,-1,1,5,7,98
COCc1nc2ccccc2n1Cc1c(F)cccc1Cl,0,-1.5,-3.9,-10,7,-7,1,-5,92

# Arranged by value in M18AAP inhibitor (low to high): 4 of the compounds above
canonical_smiles	M18AAP inhibitor
O=C(CNC(=O)c1ccc2ccccc2c1)OCC(=O)N1CCN(S(=O)(=O)c2ccc3ccccc3c2)CC1	-5
Cc1cccc(OCCNC(=S)NC(=O)c2cccnc2)c1	2
COC(=O)c1cc(OC)c(OC)cc1NC(=S)N1CCC(C(N)=O)CC1	5
Cc1cccc2cc(CN(CC3CCCO3)C(=S)NCc3ccco3)c(=O)[nH]c12 (stereo not drawn)	9

# Single entries from the list.
# `COc1ccccc1NC(=O)N1CCCC1` in M18AAP inhibitor: -8
# `N#Cc1nc(-c2cccs2)oc1NCc1ccccc1` in NS3 helicase inh: -10
# `Cc1cc(=O)[nH]c(N)n1` in MEKK2 mut-MEK5: -6
# `O=C(CNC(=O)c1ccc2ccccc2c1)OCC(=O)N1CCN(S(=O)(=O)c2ccc3ccccc3c2)CC1` in NALP1 yeast inh: 31
# `O=C1C2C3C=CC(C3)C2C(=O)N1c1n[nH]c(-c2ccccc2)n1` (stereo not drawn) in MEKK2wt PB1 HTS: 102
# `COC(=O)c1cc(OC)c(OC)cc1NC(=S)N1CCC(C(N)=O)CC1` in MEKK2 mut-MEK5: 7

# Carrying on:
SMILES,NS3 helicase inh,IMP-1 inh,VIM-2 inhibitor,NALP1 yeast inh,UBC9 SUMO inh,FID counter,M18AAP inhibitor,MEKK2 mut-MEK5,MEKK2wt PB1 HTS
CS(=O)(=O)N1CCN(C2Cc3ccccc3C2)CC1,9,-2.0,1.2,-3,6,-5,-6,2,98
COc1ccc(CN(C)C(=O)CNC(=O)c2ccc(C)cc2)cc1,-3,-4.2,-1.1,7,1,-16,0,4,98
COc1ccc(C(=O)NCC(=O)OCc2ccc(Br)cc2)cc1,-10,-3.5,-2.4,22,8,-3,-1,-2,92
CC(C)COC(=O)C(C#N)c1nc2ccccc2nc1N1CCN(Cc2ccc3c(c2)OCO3)CC1 (stereo not drawn),-21,-2.0,-1.1,-16,5,3,1,8,112
Cc1ccc(NC(=O)NC2CCCCCCC2)cc1C,0,0.8,-2.2,1,-12,-34,-2,-3,98
Cc1cc(OC(=O)c2ccccc2)n(CCC#N)n1,2,-2.3,-2.0,3,-10,-4,5,1,97
Nc1nc(N2CCCCC2)nc2ccccc12,-5,-1.0,-0.4,34,17,2,-6,/,/
Cc1ccc(SCC(=O)N2CCOCC2)cc1,1,-3.8,-1.4,8,2,-1,5,2,102
Cc1ccc(-c2nc(CS(=O)(=O)CC(=O)NCCN3CCCC3)c(C)o2)cc1,-16,-1.2,0.1,24,2,3,-4,-4,103
O=C(Nc1ccccc1Cl)NC1(C(=O)NCCCN2CCOCC2)CCCCC1,-4,-3.9,-3.2,15,14,10,1,6,107
O=C(/C=C/c1ccc([N+](=O)[O-])cc1)c1cccs1,-9,-2.8,-0.9,-1,17,0,14,3,105
CN(c1ccccc1)S(=O)(=O)c1cccc(C(=O)NNC(=O)c2ccccc2)c1,-5,-2.4,-2.1,-16,22,-3,-2,0,100
Cc1ccc(C)c(C(=O)COC(=O)c2cccc(N3C(=O)c4c(C)nc5ccccc5c4C3=O)c2)c1,-2,-2.3,-1.9,29,-8,-4,0,-1,100
CN(Cc1ccccc1)C(=O)c1nc2ccccn2c1CN1CCC(N2CCOCC2)CC1,4,-2.5,-3.5,/,21,-1,-12,-21,87
CC(=O)c1ccc(NC(=S)Nc2ccc3[nH]c(=O)[nH]c3c2)cc1,8,-5.6,-3.8,13,1,0,-4,-19,7.0*[inhibitor]
CCOC(=O)C1CCCN(C(=S)NC2CCCC2)C1 (stereo not drawn),3,-2.0,-6.3,-2,8,-2,2,-1,95
CCC(CC)C(=O)Nc1nnc(SCC(=O)NC2CCCCC2)s1,0,-3.1,2.5,3,13,-29,1,1,103
C/C(CC(=O)NC(C)C)=N\NC(=O)COc1cc(C)c(Br)cc1Br,-17,-3.2,-2.6,15,20,-4,-2,2,105
Cc1cc(NC(=O)CSc2nncc(=O)n2N)no1,9,-3.9,-3.4,19,2,-4,26,-12,102

# Screens deposited in PubChem by several laboratories.
